Source: PubChem (National Center for Advancing Translational Sciences (NCATS))
APEX1 inh: blocks human APE1 abasic DNA cleavage; P27695; recombinant APE1, TAMRA/BHQ-2 abasic DNA cleavage fluorescence; Potency, µM (series often up to 65.8 µM), for the others: at the highest dose activity change, negative = inhibition, most hits filed as inhibitors; 350,000 compounds, 0.35% hits;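 note: potency is the fitted concentration of half-maximal effect; plate controls were vehicle for no effect and reference inhibitor for full effect; nearly all actives have a fitted effect of over 55% in size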
Target sequence (P27695 whole entry, looked up): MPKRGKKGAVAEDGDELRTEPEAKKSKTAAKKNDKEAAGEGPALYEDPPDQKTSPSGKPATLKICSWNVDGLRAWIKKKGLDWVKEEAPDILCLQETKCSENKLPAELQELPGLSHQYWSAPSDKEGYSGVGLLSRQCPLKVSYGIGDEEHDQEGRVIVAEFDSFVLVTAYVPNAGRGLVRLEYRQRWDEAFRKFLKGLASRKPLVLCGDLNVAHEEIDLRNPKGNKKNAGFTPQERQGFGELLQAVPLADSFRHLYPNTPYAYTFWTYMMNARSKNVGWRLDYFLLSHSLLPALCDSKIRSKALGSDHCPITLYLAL
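Kinetic fluorescence read (525 ex/598 em nm, three reads 60 s apart) of AP-site incision; signal = third minus first read. Enzyme 0.75 nM, dual-labelled THF duplex 50 nM, compound preincubation 15 min RT.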
RXFP1 antagonist: blocks the human relaxin receptor RXFP1. Q9HBX9. activity change, negative = inhibition, % at 57.5 µM. 350,000 compounds, 0.59% hits. AID 1259400. HEK293-RXFP1, relaxin-stimulated cAMP HTRF, 30 min; active compounds read low;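 active = activity change of -60% or lower, but not beyond a set lower limit; inconclusive = change between -60% and -40%, or beyond the set limit; inactive = change above -40%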; note: % is set by controls: 0 for no effect and ±100 for the full control effect
POLI inh: DNA polymerase iota (human) inhibition. Pol iota fluorescent replication assay, 10 min. Potency, µM (highest dose often 115 µM), for inactives: at the highest dose activity, negative = inhibition, hits mostly inhibitors. 390,000 compounds, 1% hits. AID 588590; note: potency is the fitted concentration of half-maximal effect
Target sequence (Q9UNA4 whole entry, looked up): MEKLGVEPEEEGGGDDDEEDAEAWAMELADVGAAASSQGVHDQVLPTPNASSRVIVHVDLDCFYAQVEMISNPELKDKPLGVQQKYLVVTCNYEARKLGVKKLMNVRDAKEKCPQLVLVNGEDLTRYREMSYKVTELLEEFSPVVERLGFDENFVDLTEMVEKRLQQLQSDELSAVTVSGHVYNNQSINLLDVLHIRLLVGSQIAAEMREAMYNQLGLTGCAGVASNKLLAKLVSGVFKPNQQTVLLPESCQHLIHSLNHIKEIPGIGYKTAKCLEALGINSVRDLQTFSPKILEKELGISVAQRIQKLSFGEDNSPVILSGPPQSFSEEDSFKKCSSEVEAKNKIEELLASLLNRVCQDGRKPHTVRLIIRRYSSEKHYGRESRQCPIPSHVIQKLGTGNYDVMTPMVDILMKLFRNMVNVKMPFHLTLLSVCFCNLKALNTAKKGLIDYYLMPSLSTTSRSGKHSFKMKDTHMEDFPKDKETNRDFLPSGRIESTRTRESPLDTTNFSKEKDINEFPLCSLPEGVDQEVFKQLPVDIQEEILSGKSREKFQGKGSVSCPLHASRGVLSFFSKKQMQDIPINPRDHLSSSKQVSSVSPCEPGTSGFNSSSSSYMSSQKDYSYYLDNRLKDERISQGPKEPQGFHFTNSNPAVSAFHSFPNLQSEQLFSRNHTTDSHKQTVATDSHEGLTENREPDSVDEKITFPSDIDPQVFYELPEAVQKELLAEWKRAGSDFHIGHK
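Fluorescent replication assay read twice, at 0 min and 10 min after adding 50 nM (final) substrate. Enzyme (10 nM) and compounds were first incubated 15 min at room temperature; enzyme-free buffer wells were negative controls.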
BLM inh: Bloom syndrome helicase (human) inhibition; 350,000 compounds, 0.2% hits; AID 2528; P54132; Potency, µM (top dose mostly 56.1 µM), without a hit: top-dose activity change, negative = inhibition, hits mostly inhibitors; recombinant BLM DNA unwinding, fluorescence dequenching;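 note: potency is the fitted concentration of half-maximal effect; plate controls were vehicle for no effect and no enzyme for full effect; nearly all actives have a fitted effect of over 35% in size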
Apoferritin bind: binds horse apoferritin like a general anesthetic. apoferritin/1-aminoanthracene competitive binding, fluorescence. Potency, µM (doses to about 77.5 µM), without a hit: at the highest dose activity change, negative = displacement, usual class: inhibitors. 350,000 compounds, 0.074% hits; note: potency is the fitted concentration of half-maximal effect; % is set by controls: 0 for no effect and ±100 for the full control effect; nearly all actives have a fitted effect of over 20% in size
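Horse-spleen apoferritin (10 uM) in 50% saturated 1-aminoanthracene in PBS was incubated 10 min at room temperature with compound. Fluorescence (ex 380, em 535 nm) was normalized to free and bound 1-AMA, with concentration-response fitted by a four-parameter Hill equation.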
Pol beta inh: DNA polymerase beta (human) inhibition; AID 485314; P06746; Potency, µM (doses to about 114 µM), without a hit: top-dose activity change, negative = inhibition, most hits filed as inhibitors; Pol beta primer extension/strand displacement, fluorescence kinetic; 340,000 compounds, 1.3% hits; note: potency is the fitted concentration of half-maximal effect; % is set by controls: 0 for no effect and ±100 for the full control effect
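Pol beta (10 nM) and compounds were preincubated 15 min at room temperature, then 50 nM substrate (final) started primer extension/strand displacement. Reads were taken at 0 and 10 min; concentration-response data were fitted to a four-parameter Hill equation.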
Tb PGK inh: inhibitors of T. brucei phosphoglycerate kinase | 380,000 compounds, 0.043% hits | P07378 | Potency, µM (doses to about 57.5 µM), for the others: at the highest dose activity change, negative = inhibition, hits mostly inhibitors | PGK/GAPDH coupled, Kinase-Glo luminescence, 60 min; note: potency is the fitted concentration of half-maximal effect; % is set by controls: 0 for no effect and ±100 for the full control effect; nearly all actives have a fitted effect of over 60% in size
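Recombinant glycosomal PGK reaction used 1,3-bisphosphoglycerate generated in-well by GAPDH (100nM final) in 100mM TEA pH 7.6, 5mM MgCl2, 0.01% Tween-20. After 60 minutes at room temperature, ATP was read by Kinase-Glo Plus luminescence end-point.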
POLK inh: blocks human DNA polymerase kappa activity; Potency, µM (top dose mostly 107 µM), for inactives: at the top dose activity, negative = inhibition, hits mostly inhibitors; purified Pol kappa, fluorescent DNA synthesis assay, 10 min; 400,000 compounds, 0.53% hits; note: potency is the fitted concentration of half-maximal effect; % is set by controls: 0 for no effect and ±100 for the full control effect
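Pol kappa 10 nM + cpd, 15 min RT; start w/ substrate 50 nM final; fluorescence kinetic read, 0 and 10 min. Neg ctrl: buffer, no enzyme.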
POLH inh: DNA polymerase eta (human) inhibition; AID 588591; Q9Y253; recombinant Pol eta, fluorescent DNA replication assay; 390,000 compounds, 1.2% hits; Potency, µM (titrated, usually from 114 µM), for inactives: top-dose activity change, negative = inhibition, usual class: inhibitors; note: potency is the fitted concentration of half-maximal effect; % is set by controls: 0 for no effect and ±100 for the full control effect
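Pol eta (10 nM) was preincubated with compounds for 15 min at room temperature, after which fluorescent replication substrate (50 nM final) was added to start the reaction. Fluorescence was read kinetically at 0 and 10 min.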
The depositor's hits bear a star; i = inactive; ? = inconclusive; / = not tested or not shown; & = joins results of further samples; [ ] = dose if it differs, or a comment. Unless noted, calls come from the whole dose curve; as a rule, active = well fitted curve in the direction sought with a large enough effect; inconclusive = small, poorly fitted or top-dose-only effect, or another doubt; inactive = no such curve, though single readings can be large; an effect the other way counts as inactive or inconclusive. Some of the compounds tested (hit frequency here may not be typical).

molecule	APEX1 inh	RXFP1 antagonist	POLI inh	BLM inh	Apoferritin bind	Pol beta inh	Tb PGK inh	POLK inh	POLH inh
CN(c1cccc(NC(=O)CN(c2ccc(Cl)c(Cl)c2)S(=O)(=O)c2ccccc2)c1)S(C)(=O)=O	-1%	1	-5%	-8%	-9%	1%	2%	-19%	-20%
OC(COC1CCCCC1)CN1CCN(c2ccccc2)CC1 (stereo not given)	-4%	0	18%	3%	16%	-1%	-1%	-2%	-20%
COC(=O)C[C@H]1c2cc(F)ccc2S(=O)(=O)N1Cc1ccccc1	/	/	8%&4%	/	/	/	-8%	11%&-10%	-13%
COc1ccc(NC(=O)CSc2nc(O)c(Cc3ccccc3)c(=O)[nH]2)cc1	1%	-2	7%	1%	-17%	7%	i	-11%	-11%
CCN(CC)C(C)C#CCC(c1ccccc1)c1ccccc1 (stereo not given)	-2%	/	/	2%	-12%	9%	/	/	/
CCOc1ccccc1NC(=O)C1CCCCN1S(=O)(=O)c1ccc(F)cc1 (stereo not given)	2%	-7	-13%	-8%	-1%	3%	-8%	-10%	-5%
Cc1ccc(CNC(=O)CSCc2ccc(F)cc2)cc1	27%	-8&-3	-18%&13%	-2%&-2%	-16%&-6%	30%&10%	-2%&-6%	-6%	-15%&-22%
Cc1ccc(OCC(=O)NCCN2CCOCC2)cc1C	0%	2	-8%	4%	0%	4%	i	2%	-11%
CCC(=O)NC(=S)Nc1cccc(-c2nc3ncccc3o2)c1	3%	20	11%	-3%	6%	5%	-2%	5%	-15%
COc1ccc(NC(=O)N2CCCC(c3nc(-c4ccc(C(C)C)cc4)no3)C2)cc1 (stereo not given)	-1%	-1	7%	-17%	30%[activator]	2%	i	-8%	-14%

molecule	APEX1 inh	RXFP1 antagonist	POLI inh	BLM inh	Apoferritin bind	Pol beta inh	Tb PGK inh	POLK inh	POLH inh
Cc1ccc(S(=O)(=O)N2CCN(C(=O)CN3CCCSc4ccccc43)CC2)cc1	-6%	-7	22%	/	/	/	i	-13%	-10%
COc1ccc(-c2cc3ccccc3n2CC(O)CN2CCCCC2)cc1 (stereo not given)	-10%	-9	?	-1%	-2%	-3%	-14%	-12%	-18%
O=C(NN=Cc1ccc(O)cc1O)c1ccccc1NS(=O)(=O)c1cccs1	19%	-15	-18%	/	/	/	-8%	-11%	-5%
Cc1ccc(OCCn2cnc3ccccc3c2=O)c([N+](=O)[O-])c1	1%	-7	200%[activator]	-15%	5%	?	-2%	-13%	-13%
O=C(NC(=S)N1CCc2ccccc21)c1ccccc1Br	-1%	-12	12%	1%	-2%	10%[57.1 µM]	-3%	-7%	-25%
COc1ccc(C)cc1Nc1ccc(C(=O)O)cc1[N+](=O)[O-]	?	1	80%[activator]	-3%	0%	1%	6%	-2%	-13%
CCCC(=O)OC1=C(C(C)=O)N(Cc2ccccc2)S(=O)(=O)c2ccccc21	/	-3	29%	-10%	4%	7%	11%	-18%	-9%
O=C(NCc1ccccc1Cl)c1ccc2nc[nH]c2c1	-2%	-6	-13%	-8%	-7%	-8%	-14%	-3%	?
Cc1ccc2[nH]c(CSc3nnc(NC(=O)COc4ccccc4Cl)s3)cc(=O)c2c1	/	-5	-21%	-6%	-9%	-15%	-8%	-9%[60.1 µM]	9%
Cc1ccc(S(=O)(=O)n2nc(OC(=O)c3c(-c4ccccc4Cl)noc3C)cc2N)cc1	-5%	3	?	-11%	-6%	-10%	7%	-10%	-14%

molecule	APEX1 inh	RXFP1 antagonist	POLI inh	BLM inh	Apoferritin bind	Pol beta inh	Tb PGK inh	POLK inh	POLH inh
COc1ccc(NC(=O)c2ccc(Cl)nc2)cc1S(=O)(=O)N1CCOCC1	14%	-5	?	/	/	/	-7%	-14%	-13%
COc1ccc(C2OC(=O)CC2C(=O)NC(C)C)cc1 (stereo not given)	3%	-33	-6%	-1%	-2%	12%	i	-4%	-9%
O=C(c1ccc(F)cc1)c1cn[nH]c1-c1ccccc1O	7%	-8	31%	-2%	-12%	-3%	1%	-10%	-15%
Cc1ccc(S(=O)(=O)N2CCOCC2)cc1NC(=O)COC(=O)CCn1c(C)csc1=O	45%[activator]	-11	-17%	1%	-7%	18%	-5%	-22%	-3%
CCc1ccc(CNC(=O)c2ccc(CSc3nc4ccncc4n3Cc3ccc(OC)cc3)cc2)cc1	/	-15	?	-3%	111%[activator]	24%	-2%	6%	0%
CSc1ccccc1C(=O)NCCOc1cccc(C)c1	-4%	-18	59%[activator]	-1%	-18%	2%	-1%	-23%	7%
CCOC(=O)c1ccc2ncc(C(=O)OCC)c(NCCc3ccc(OC)c(OC)c3)c2c1	/	-10	2%	-7%	-4%	19%	/	4%	/
CC(C)Nc1nc(NC(C)C)nc(N(C)C(N)=O)n1	-8%	11	16%	0%	-12%	16%	-5%	-3%	-1%
CCc1ccc(/C=C2\SC(=S)N(CCC(=O)NCCCN3CCOCC3)C2=O)cc1	-1%	3	32%[activator]	4%	?	10%	0%	-5%	-8%
COc1ccccc1-c1c(C)nn2c(N3CCC(C(N)=O)CC3)cc(C)nc12	-8%	/	27%	-1%	-7%	-9%	-6%	-3%	-13%

molecule	APEX1 inh	RXFP1 antagonist	POLI inh	BLM inh	Apoferritin bind	Pol beta inh	Tb PGK inh	POLK inh	POLH inh
Cc1cc(/C(N)=N/OC(=O)Nc2ccc(Cl)cc2)no1	-3%	-6	20%	-4%	7%	22%	-1%	-1%	7%
Cc1cc(C)c(C#N)c(SCc2nnc(-c3ccccc3)o2)n1	6%	6	5%	3%	-3%	2%	-4%	-4%	-13%
COc1ccc(CCNC(=O)Cn2c(=O)nc(-c3ccccc3)c3cc(Cl)ccc32)cc1OC	/	-11	22%	1%	38%[activator]	17%	-4%	-6%[60.1 µM]	11%
Nc1ccc(N2C(=O)c3ccccc3C2=O)c(Cl)c1	-5%&-1%	/	-19%	/	/	-9%[57.1 µM]	-3%	3%[60.1 µM]	-2%
CC(C)(Oc1ccc(Cl)cc1)C(=O)N1CCN(c2ccccn2)CC1	1%	-4	2%	-5%	1%	1%	i	-7%	-5%
Cc1ccc(NC(=O)NCCCCc2ccccc2)cc1	8%	-8	4%	-4%	0%	40%	-3%	-5%	-16%
Cc1nnc(NC(=O)c2ccccc2C(=O)O)s1	3%	-13	5%	2%	-5%	-10%	0%	-13%	-1%
CCN(C(=O)COC(=O)c1ccccc1SCC(=O)NC1CCCCCCC1)C1CCS(=O)(=O)C1 (stereo not given)	5%	-1	18%	-3%	1%	7%	-6%	0%	-23%
COc1ccc(NC(=O)CSc2nc3sc(C)cc3c(=O)n2C)c(OC)c1	-6%	-6	128%[activator]	-2%	-2%	32%	3%	-8%	-23%
Cc1ccc(CC(NC(=O)c2ccccc2)C(=O)N2CCCC2C(=O)O)cc1 (stereo not given)	-3%	-1	35%[activator]	-2%	-7%	4%	9%	-3%	-19%

Brought forward from above: 2 entries, then new ones.
molecule	APEX1 inh	RXFP1 antagonist	POLI inh	BLM inh	Apoferritin bind	Pol beta inh	Tb PGK inh	POLK inh	POLH inh
COc1ccc(NC(=O)CSc2nc3sc(C)cc3c(=O)n2C)c(OC)c1	-6%	-6	128%[activator]	-2%	-2%	32%	3%	-8%	-23%
Cc1ccc(CC(NC(=O)c2ccccc2)C(=O)N2CCCC2C(=O)O)cc1 (stereo not given)	-3%	-1	35%[activator]	-2%	-7%	4%	9%	-3%	-19%
CCC1(C)Cc2c(sc3[nH]c(=S)n(Cc4ccccc4)c(=O)c23)CO1 (stereo not given)	?	-12	15%	-3%	-21%	7%	1%	-2%	-17%
CCCCn1c(N)c(N(CC(C)C)C(=O)CSc2nnc(C)n2-c2ccc(OC)cc2)c(=O)[nH]c1=O	13%	-7	17%	/	/	/	-8%	-3%	-16%
CCOc1ccc(N2C(=O)CC(NCCc3ccncc3)C2=O)cc1 (stereo not given)	-1%	9	26%	1%	-9%	4%	/	-3%	1%
CCn1c(SCC(=O)NC2CCCC2)nnc1-c1c[nH]c2ccccc12	-10%	-3	38%[activator]	3%	-10%	13%	-1%	-3%	-16%
COC(=O)Cc1[nH]nc2c1C1(C(=O)N(Cc3ccc(Cl)cc3)c3ccccc31)C(C#N)=C(N)O2 (stereo not given)	?	-3	12%	-4%	-21%	-4%	-16%	-5%	-19%
CC(=O)c1cccc(S(=O)(=O)NC2CCCCCC2)c1	2%	9	9%	-2%	-15%	-20%	i	-7%	-8%
COc1cc(/C=C(\C#N)c2nc3ccccc3[nH]2)ccc1OCc1ccc(F)cc1	/	/	?	?	119%[activator]	11µM*	-1%	-21%	79µM*
CCCCN=Cc1sc2ccc(OCC)cc2c1O	1%	-3	40%[activator]	-4%	-18%	-2%	-9%	-12%	-16%
O=C(Cc1cccc(NC(=O)C2CCCN(C(=O)C3CC3)C2)c1)Nc1cccc(C(=O)N2CCOCC2)c1 (stereo not given)	/	/	?	/	/	/	0%	-13%	-9%
CC(C)c1nc2c(c(=O)n(C)c(=O)n2C)n1C	-1%	12	-6%	0%	-1%	-29%	-3%	-16%	-16%

molecule	APEX1 inh	RXFP1 antagonist	POLI inh	BLM inh	Apoferritin bind	Pol beta inh	Tb PGK inh	POLK inh	POLH inh
Cc1ccc(S(=O)(=O)N2[C@@H](c3ccc(Br)cc3)C(C(=O)O)=CC[C@H]2c2ccc(Cl)c(Cl)c2)cc1	12%	/	-25%	/	/	/	-5%	-18%	89µM*
O=C(c1ccc(-c2ccccc2)cc1)N1CCN(C(=O)c2ccco2)CC1	-3%	-9	18%	-2%	-22%	-9%	-3%	-2%	?
c1ccc(CSCc2cn3ccsc3n2)cc1	2%	-3	15%	-1%	4%	-28%	-2%	-17%	-12%
COc1ccc(NC(=O)CSc2nc3ccccc3n2CC(=O)Nc2cccc(C)c2C)cc1	/	-9	-5%	-5%	-15%	10%	-5%	-8%[60.1 µM]	4%
COc1ccc(/C=C2\C(=N)N3N=C(CC(=O)N4CCCCC4)SC3=NC2=O)cc1	44%	-11	-8%	-3%	1%	17%	0%	-24%	-13%
CCOC(=O)c1[nH]ncc1CN1CCC(Cc2ccccc2)(C(=O)OCC)CC1	2%	0	11%	1%	-12%	-1%	-8%	-15%	-3%
